# Screening data as filed in PubChem BioAssay.
# SUMO1-SIM PPI: alters human SUMO1 binding to SIM partners; P63165; SUMO1 binding to a labelled peptide, TR-FRET, 1 h; AID 602429; hit rate 0.33% among 360,000; inhibition, % at 20 µM; in the data active = inhibition above about 37%
# Target sequence (P63165 whole entry, looked up): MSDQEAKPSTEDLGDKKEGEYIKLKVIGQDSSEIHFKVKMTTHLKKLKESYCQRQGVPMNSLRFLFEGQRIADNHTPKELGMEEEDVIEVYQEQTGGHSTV
# NadD inh: inhibitors of Staphylococcus aureus NadD; purified NadD enzyme, colorimetric absorbance read-out; inhibition, % at 20 µM; hit rate 0.78% among 360,000; in the data active = inhibition above about 26%; also: some compounds past the cut are filed as inactive
# Rpn11 block: inhibitors of human proteasome Rpn11 | O00487 | human 26S proteasome, Ub4-pepOG fluorescence polarization; 20S core pre-blocked with epoxomicin | calls only at 20 µM | hit rate 0.59% among 360,000 | AID 588493;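 active = inhibition at 20 µM, scaled to each plate's controls, above about 33%, limit read from the data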
# Target sequence (O00487 whole entry, looked up): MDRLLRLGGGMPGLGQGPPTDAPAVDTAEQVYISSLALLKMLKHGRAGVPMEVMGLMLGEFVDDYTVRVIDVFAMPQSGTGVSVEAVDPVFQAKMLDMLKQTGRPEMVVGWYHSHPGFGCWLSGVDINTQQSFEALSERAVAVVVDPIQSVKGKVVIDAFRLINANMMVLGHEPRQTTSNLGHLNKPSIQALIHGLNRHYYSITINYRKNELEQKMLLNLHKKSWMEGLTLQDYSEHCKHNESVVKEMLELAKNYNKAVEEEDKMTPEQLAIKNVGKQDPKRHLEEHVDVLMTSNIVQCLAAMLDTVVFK
# Scp-1 inhibitor: blocks human Scp-1 phosphatase activity. Q9GZU7. Recombinant Scp1, phosphopeptide, malachite green phosphate absorbance. inhibition, % at 20 µM. hit rate 0.88% among 340,000. AID 493091;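 active = inhibition above about 50% at 20 µM, limit read from the data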;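 also: plate controls were DMSO wells with enzyme for no effect and wells lacking enzyme for full effect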
#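 Times: enzyme reaction 45 min at room temperature, colour 5 min, stabilisation 30 min. Material: SCP-1 catalytic fragment, aa 76-261. Medium: Acidic Tris acetate buffer with magnesium and detergent. Signal: colorimetric free-phosphate detection, absorbance 630 nm. Read-out basis: % inhibition of SCP-1 phosphate liberation. Reagent: Phosphorylated 17-residue peptide substrate.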
# CSN inh: inhibitors of human CSN-mediated cullin deneddylation; Q92905; Purified CSN, SCF-Nedd8-OG deneddylation, fluorescence polarization; inhibition, % at 12.5 µM; hit rate 0.38% among 360,000; AID 651999;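 active = pattern-corrected inhibition above about 35%, with an unprinted fluorescence ratio check between 0.5 and 1.5, limit read from the data, passing the limit was not always enough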;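 also: 0% = enzyme with substrate and 100% = substrate without enzyme; some results filed as inactive read as strong as hits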
#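 Assay system: Purified human Csn5 enzyme expressed in HEK293T cells | Amount: Enzyme 0.24 nM | Measured by: Fluorescence polarization readout | Medium: Tris/NaCl/DTT buffer, pH 7.5 | Compound dosing: One concentration, 12.5 µM, 0.25% DMSO | Times: 90 min incubation of compound, enzyme and substrate at room temperature | Control set: no-enzyme wells high, enzyme-with-substrate wells low | Read-out: % inhibition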
# STEP block: inhibitors of human striatal-enriched phosphatase STEP. inhibition, % at 20 µM. recombinant STEP, OMFP fluorogenic substrate, fluorescence. P54829. hit rate 0.25% among 360,000;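 active = inhibition at 20 µM, scaled per plate between control wells, above about 37%, limit read from the data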;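 also: 0% = DMSO with enzyme and substrate and 100% = substrate only without enzyme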
# Target sequence (P54829 whole entry, looked up): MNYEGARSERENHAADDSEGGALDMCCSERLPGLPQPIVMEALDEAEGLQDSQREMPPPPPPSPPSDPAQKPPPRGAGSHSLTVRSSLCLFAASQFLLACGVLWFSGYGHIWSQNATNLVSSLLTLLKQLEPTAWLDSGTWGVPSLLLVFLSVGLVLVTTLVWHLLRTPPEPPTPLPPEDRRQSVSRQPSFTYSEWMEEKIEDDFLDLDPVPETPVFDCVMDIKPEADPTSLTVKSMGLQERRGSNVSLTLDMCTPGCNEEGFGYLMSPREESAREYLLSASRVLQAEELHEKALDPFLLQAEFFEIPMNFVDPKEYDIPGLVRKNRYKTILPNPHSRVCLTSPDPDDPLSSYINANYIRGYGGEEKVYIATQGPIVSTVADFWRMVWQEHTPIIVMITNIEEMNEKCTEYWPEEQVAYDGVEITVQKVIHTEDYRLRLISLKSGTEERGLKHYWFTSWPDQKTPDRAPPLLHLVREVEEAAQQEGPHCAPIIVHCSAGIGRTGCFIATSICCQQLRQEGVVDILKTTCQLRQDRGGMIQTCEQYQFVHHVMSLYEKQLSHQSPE
#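 Assay system: isolated STEP enzyme. Buffer or medium: pH 6.0 Bis-Tris with DTT and Tween 20. Also added: fluorogenic phosphatase substrate OMFP at 25 µM final. Dosing: 20 µM, 1% DMSO. Timing: 20 min reaction, room temperature, in the dark. Measured by: fluorescence intensity, excitation 480 nm, emission 540 nm. Evaluation: normalized % inhibition.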
# LMPTP inh: LMPTP (human) inhibition; P24666; recombinant LMPTP-A, OMFP fluorogenic substrate, fluorescence intensity; inhibition, % at 20 µM; hit rate 0.22% among 360,000; AID 651560;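 active = compounds that cut the enzyme signal by at least half of the control window in the single-dose screen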;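 also: plate controls were DMSO wells with enzyme plus substrate for no effect and substrate without enzyme for full effect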
#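 Assay system: LMPTP-A enzyme. Input: 0.625 nM LMPTP-A final. Probe or stimulus: 400 µM OMFP. Compound dosing: single 20 µM dose. Schedule: 50 min dark incubation at room temperature. Detection: fluorescence intensity of OMFP turnover product. Read-out: percent inhibition versus substrate-only and uninhibited controls. Benchmarks: no-enzyme low control, uninhibited high control.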
# DNMT1 block: blocks human DNA methyltransferase DNMT1; DNMT1 molecular beacon, Hinp1I cleavage, fluorescence; inhibition (reported as % activation of signal), % at 10 µM; hit rate 0.83% among 360,000; in the data active = inhibition above about 50%
# Tb MetRS inh: blocks T. brucei methionyl-tRNA synthetase activity; purified T. brucei MetRS, ATP depletion, Kinase-Glo luminescence; inhibition, % at 11.9 µM; hit rate 0.4% among 360,000; AID 624268;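 active = inhibition above a per-plate cutoff of the control wells' mean inhibition plus 3 SD, cut at about 5.5% in these data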;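 also: 0% = DMSO wells median and 100% = median of wells with control inhibitor compound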
#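 Material – parasite MetRS enzyme · Medium – HEPES-MgCl2-KCl buffer plus DTT, spermine, BSA, pyrophosphatase · Reagent – ATP, methionine and E. coli bulk tRNA substrates · Times – 15 min enzyme-compound preincubation, 2 h reaction, 10 min detection, 25 °C · Measured by – luminescence of leftover ATP · Evaluation – percent inhibition relative to median high and low control wells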
# MsrA inh: inhibitors of bovine MsrA; purified bovine MsrA, absorbance read-out; hit rate 0.75% among 360,000; inhibition, % at 15.5 µM; in the data active = inhibition above about 4.5%;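 also: 0% = vehicle wells with enzyme and 100% = reference inhibitor wells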
# * hit, by the source's call; i = inactive; x = not tested or not shown.
mol,SUMO1-SIM PPI,NadD inh,Rpn11 block,Scp-1 inhibitor,CSN inh,STEP block,LMPTP inh,DNMT1 block,Tb MetRS inh,MsrA inh
N#CC1=C(SCc2ccccc2)NC(=O)CC1c1ccccc1 (stereo not drawn),-9,-2,i,1,-1,-3,-0.8,2,-0.8,-0.6
CN(C)c1ccc(/C=N/NC(=O)C(=O)N2CCCCCC2)cc1,-13,-1,i,-1,-3,0,-0.7,1,0.1,4.7*
C=CCn1c(=S)[nH]c2cc(C(=O)N3CCN(c4ccccc4OC)CC3)ccc2c1=O,-1,7,i,-8,-1,2,0.0,0,-0.3,-0.1
CCN1CCN(C(=O)C(=O)c2cn(CC(=O)N3CCCC3)c3ccccc23)CC1,1,-8,i,-5,-1,2,0.9,1,-0.5,-0.1
COc1ccc(CCNC(=O)CSc2nnc(CNC(=O)c3ccco3)o2)cc1OC,2,6,i,-4,7,-2,-0.5,4,-1.0,1.3
CCC(C)Sc1ccc([C@@H]2[C@@H]3C(=O)N(C)C(=O)[C@@H]3[C@]3(C(=O)OC)CCCCN23)cc1 (stereo partly drawn),-1,-7,i,-8,6,1,1.5,1,-0.4,-0.9
C#Cc1ccc([C@@H]2C=C(C(=O)N3CCOCC3)O[C@H](OCCCCO)C2)cc1,-1,0,i,7,1,0,-0.2,-3,-0.4,1.5
CCOC(=O)c1oc2c(C)c(O)ccc2c(=O)c1-c1nncn1-c1ccccc1,-13,3,i,2,5,-6,-0.9,2,-1.9,0.5
COc1cc2c(cc1OC)CN(C(=O)CCNC(=O)c1ccccc1Cl)CC2,-1,-6,i,-2,6,-1,-1.1,0,-0.5,0.1
COc1ccccc1CNC(=O)C1CCCN(S(=O)(=O)c2cccc3nonc23)C1 (stereo not drawn),-30,-5,i,-1,3,-2,-0.9,-1,-0.6,1.1
CCCCNC(=O)c1ccccc1NC(=O)CCSc1ccccc1,-3,-9,i,0,-2,-4,-0.9,2,-1.0,-0.2
N#Cc1ccc(CN2CCN(C(=O)C3CC(=O)N(c4ccccc4F)C3)CC2)cc1 (stereo not drawn),-1,3,i,-3,0,-3,-0.4,5,-0.1,-1.1
O=C(c1ccc2c3c(cccc13)CC2)C1CCCN(Cc2ccccn2)C1 (stereo not drawn),-15,-2,i,-10,1,3,0.5,1,-0.4,0.9
COc1ccc(C)cc1NC(=O)C1CCCN1C(=O)OCc1ccccc1 (stereo not drawn),-6,0,i,-12,-5,-1,-0.8,-1,-0.7,3.0
COc1ccc(C(=O)O/N=C2\CCCc3nonc32)cc1,1,0,i,1,-10,2,-0.7,-1,0.7,-0.1
CC(=O)NCCCNc1ccc([N+](=O)[O-])cc1,-20,-3,i,-12,0,-2,-0.6,2,0.6,1.1
Cc1cc(=O)[nH]c(N/N=C/c2c(C)nn(-c3ccc(F)cc3)c2Cl)n1,-16,-2,i,6,5,-2,-0.9,-1,0.2,1.1
CN(C)c1ncnc2c1NC1=C(S2)C(=NCCCC(=O)O)CC(C)(C)C1,-21,-1,i,-8,-12,0,-0.8,-3,-0.8,0.6
Cc1ccc(-c2nc(C(F)(F)F)cc(=O)[nH]2)cc1,4,-1,i,-11,2,-3,-2.0,2,0.3,-0.3
Cc1nc2cc(N)ccc2n1-c1ccccc1,2,2,i,4,-5,-2,0.8,-10,0.2,2.0

# Carrying on:
mol,SUMO1-SIM PPI,NadD inh,Rpn11 block,Scp-1 inhibitor,CSN inh,STEP block,LMPTP inh,DNMT1 block,Tb MetRS inh,MsrA inh
Cc1nc(N2CCOCC2)nc(N2CCCCC2C)c1[N+](=O)[O-] (stereo not drawn),-4,-3,i,-2,4,1,0.2,-1,-0.5,0.7
Cc1[nH]c(C)c(S(=O)(=O)N2CCN(c3cccc(C(F)(F)F)c3)CC2)c1C(=O)N1CCCC1,1,-3,i,-8,-7,2,-0.2,0,1.2,0.3
O=C(NCCCl)C1Cc2c(ccc3ccccc23)O1 (stereo not drawn),10,4,i,-9,9,-1,-2.1,-2,-0.4,-0.1
CCOC(=O)N1CCN(C(=O)CN(C2CCCCC2)S(=O)(=O)c2c(C)cc(C)cc2C)CC1,0,6,i,-2,5,4,-0.4,-3,0.0,-0.2
Cc1ccc(CCNC(=O)C2CCC(=O)N(Cc3ccccc3F)C2)o1 (stereo not drawn),-2,-3,i,-5,6,2,-0.3,1,-0.6,-0.1
Cc1nn(CC(=O)Nc2ccc3c(c2)OCO3)c(C)c1Cl,5,4,i,2,1,1,1.4,-8,3.6,-0.6
CCOC(=O)C1CCCN(C(=O)c2ccc(NS(=O)(=O)c3ccc4[nH]c(=O)[nH]c4c3)cc2)C1 (stereo not drawn),5,-3,i,5,-3,-1,-0.7,4,-0.9,-0.3
CCN(CC)CCn1c2c(c(SCC(=O)Nc3ccc4c(c3)OCCO4)nc1=O)CCCC2,2,0,i,-4,-2,0,0.5,0,-0.3,0.3
CCOC(=O)c1sc(=NC(=O)COc2ccccc2)n(C)c1C,-2,0,i,-5,-3,1,-0.2,0,-0.7,1.1
CCOc1cc(/C=C/C(=O)N(CC)CC(=O)NCc2cccs2)cc(Cl)c1OC,-18,0,i,-5,-3,1,-0.4,4,0.1,-0.2
CCOc1ccc(N2C(=O)CC(NNc3nc4ccccc4s3)C2=O)cc1 (stereo not drawn),-3,0,i,-4,1,0,-0.2,0,-1.1,-1.0
CCOC(=O)C1=C(C)S/C(=C\N(C)C)C1=O,-4,1,i,12,-9,-3,1.9,19,-2.3,1.2
Cc1cc(C)c(C)c(S(=O)(=O)N2CCC(C(=O)Nc3ccncc3)CC2)c1C,-32,-1,i,1,0,0,1.2,-2,-0.1,-0.8
Cc1cccc(NC(=O)CSc2nnc(-c3ccncc3)n2CC2CCCO2)c1 (stereo not drawn),-2,-8,i,-1,2,-2,-0.1,2,-1.2,0.1
COC(=O)NC1CCC(NC(=O)OC)CC1 (stereo not drawn),4,-5,i,0,-3,-2,-2.2,2,0.2,0.8
COc1ccc(-n2nc3c(c2NC(=O)C(C)Oc2ccccc2)CS(=O)C3)cc1 (stereo not drawn),-5,1,i,-1,-3,2,-0.8,2,-0.2,-0.8
O=C(COc1ccc(F)cc1)N/N=C/c1cccc2cccnc12,-31,4,i,-8,1,-1,0.4,0,-0.3,0.9
O=C(CN1C(=O)COc2ccc(Cl)cc21)Nc1ccccn1,3,-2,i,-2,1,-2,0.0,2,0.1,0.1
Cc1cc(OCC(=O)NCCc2ccc(S(N)(=O)=O)cc2)c2c(C)c(C)c(=O)oc2c1,-27,-1,i,-10,2,-1,-0.5,11,0.2,-0.5
COc1ccccc1N1CCN(C(=O)[C@@H]2CCCN2C2=NS(=O)(=O)c3ccccc32)CC1,1,4,i,x,-4,-2,-2.0,2,-0.2,0.7

# Next part:
mol,SUMO1-SIM PPI,NadD inh,Rpn11 block,Scp-1 inhibitor,CSN inh,STEP block,LMPTP inh,DNMT1 block,Tb MetRS inh,MsrA inh
Cc1ccc(S(=O)(=O)NC2=C(N3CCN(Cc4ccccc4)CC3)C(=O)c3ccccc3C2=O)cc1,6,8,i,6,5,-1,1.5,-17,-0.1,-0.9
O=S(=O)(Cc1ccccc1)NCC1CCCO1 (stereo not drawn),16,-2,i,5,5,1,-1.0,5,-1.2,-1.0
CCC(NS(=O)(=O)c1ccc2c(c1)Cc1cc(S(=O)(=O)NC(CC)C(=O)O)ccc1-2)C(=O)O (stereo not drawn),17,-3,i,-4,2,-2,-1.2,-1,-1.1,-1.3
Cn1c(=O)cc(SCC(=O)NCCCN2CCN(c3ccccc3F)CC2)c2ccccc21,1,-7,i,-11,4,-4,-0.9,0,-1.3,1.6
CCOC(=O)CCCCC(=O)c1[nH]c(=O)[nH]c1CSCCO,1,2,i,-4,-4,0,-2.0,1,0.3,-0.8
COc1cccc(CC(=O)Nc2cc(C(F)(F)F)ccc2N2CCCC2)c1,4,-3,i,4,8,3,2.5,-2,-0.4,3.3
CSCC(=O)N1CCCC(CNC(=O)c2ccc(-c3ccccc3)cc2)C1 (stereo not drawn),3,-4,i,-8,3,1,-0.5,0,-0.2,-1.2
NS(=O)(=O)c1ccc(CCNS(=O)(=O)c2ccc3c(c2)NC(=O)CO3)cc1,2,-3,i,-3,-7,-1,-1.2,0,-0.5,-0.8
O=C(CNC(=O)c1ccc(Cl)c([N+](=O)[O-])c1)NCC1CCCO1 (stereo not drawn),-10,-4,i,-8,-2,0,-0.1,3,0.9,-0.7
CCN(CC)C(=O)Cn1nc(C)c2ccccc2c1=O,-2,1,i,-7,0,-3,-3.5,-4,-1.2,-0.8
CCc1nnc(NS(=O)(=O)c2ccc(NC(=S)Nc3ccc(F)cc3)cc2)s1,-1,2,i,-3,-3,-4,-2.5,1,-0.5,-0.1
Cc1n[nH]c(=S)n1/N=C/c1c(O)ccc2ccccc12,-8,6,i,0,-4,-2,-1.4,-6,-0.8,-0.9
O=C(CCC1CCCN(C(=O)c2cc3ccccc3o2)C1)NCc1ccc(F)c(F)c1 (stereo not drawn),-3,-4,i,33,0,-2,1.1,-1,-0.2,1.6
CCN(CC(=O)NCC(=O)Nc1cccc(C)c1C)Cc1ccccc1,-2,-3,i,4,2,3,-0.1,0,-0.1,-0.7
CCCN(CC(=O)Nc1ccccc1OC)C(=O)c1ccc(COc2ccccc2)o1,-2,-5,i,-10,-5,0,0.2,-2,-0.4,0.3
C/C(=N\NC(=O)C1CC1c1ccccc1)c1cccs1 (stereo not drawn),-3,-6,i,3,-5,-4,0.4,3,-0.1,1.1
O=C(OC1CCOC1=O)c1ccc(S(=O)(=O)N2CCCCCC2)cc1 (stereo not drawn),-1,-3,i,9,-1,-1,-0.5,3,-0.6,0.3
CC(C)N1CCN(Cc2cccc3nonc23)CC1CCO (stereo not drawn),-8,-5,i,-7,-1,-2,-0.7,-1,-0.4,-0.9

# An unsorted share of the library; about 3.9% have a hit in one of these screens.
